High-throughput results deposited in PubChem by several laboratories.
PP1 inh = PP1-alpha (human) inhibition in PP5 counter-screen; P62136; purified PP1alpha, OMFP fluorescence; inhibition, % at 6.7 µM; 320,000 compounds, 0.9% hits;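 active = inhibition above the mean inhibition of all tested compounds plus 3 SD, computed separately for each screening campaign, cut at about 15% in these data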
Target sequence (P62136 whole entry, looked up): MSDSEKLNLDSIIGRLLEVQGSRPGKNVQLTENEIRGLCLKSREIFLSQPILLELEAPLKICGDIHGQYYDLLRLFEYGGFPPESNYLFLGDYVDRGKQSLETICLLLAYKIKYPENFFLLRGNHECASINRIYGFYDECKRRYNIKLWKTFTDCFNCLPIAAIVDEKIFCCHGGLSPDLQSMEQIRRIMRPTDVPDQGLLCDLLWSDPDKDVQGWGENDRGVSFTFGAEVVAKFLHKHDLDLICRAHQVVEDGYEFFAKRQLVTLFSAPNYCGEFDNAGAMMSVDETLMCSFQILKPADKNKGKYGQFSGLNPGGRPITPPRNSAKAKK
GASC-1 inh = blocks human GASC-1 demethylase activity. Q9H3R0. GST-JMJD2C(1-420) H3K9me3 demethylation, DELFIA europium. inhibition, % at 2.35 µM. 330,000 compounds, 0.069% hits. AID 2099;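 active = more than half of a compound's replicate wells show inhibition beyond 50%, single wells judged on their own value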;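 note: signal counts dimethyl H3K9 product captured on neutravidin plate; 0% = median of DMSO wells and 100% = 0.3 times that DMSO median; strong numbers were not always called active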
PREPL inh = inhibits the human prolyl oligopeptidase-like enzyme | Q4J6C6 | recombinant PREPL, fluorescence polarization activity-based probe | inhibition, % at 5.96 µM | AID 2751 | 320,000 compounds, 0.68% hits; in the data active = inhibition above about 43%;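 note: 0% = enzyme with DMSO and 100% = wells lacking enzyme; many of its hits are not listed in these tables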
Efflux pump mplx = blocks antifungal efflux pumps in multiplex yeast assay; S. cerevisiae Candida pump triplex, Nile Red efflux; inhibition, % at 10 µM; 330,000 compounds, 0.44% hits;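 active = plate passing quality check with inhibition over a set limit, or well fluorescence over plate mean plus 4 SD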;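 note: Nile Red retained in pooled yeast measured as flow cytometry median fluorescence; 0% = buffer negative control and 100% = Enniatin B positive control; higher means more Nile Red kept so more efflux inhibition; some compounds called inactive have numbers as strong as hits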
LYPLA2 counter = counter-screen for PME1 inhibitors: inhibitors of human LYPLA2; O95372; recombinant LYPLA2, FP-Rh probe fluorescence polarization; inhibition, % at 5.9 µM; 320,000 compounds, 0.38% hits; AID 2177;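 active = inhibition above the screen-wide mean plus 3 SD, limit set per campaign, cut at about 26% in these data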;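 note: 0% = LYPLA2 with DMSO and 100% = wells lacking LYPLA2 enzyme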
Target sequence (O95372 whole entry, looked up): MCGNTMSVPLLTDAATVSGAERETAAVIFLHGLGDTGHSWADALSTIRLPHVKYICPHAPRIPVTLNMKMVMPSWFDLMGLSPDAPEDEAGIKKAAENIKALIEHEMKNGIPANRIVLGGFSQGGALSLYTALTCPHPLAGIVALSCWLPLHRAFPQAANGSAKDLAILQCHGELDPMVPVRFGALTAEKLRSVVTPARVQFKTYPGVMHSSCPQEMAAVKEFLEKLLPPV
TPT1 inh = C. albicans TPT1 enzyme inhibition; recombinant caTPT1, FP RNA substrate dephosphorylation; inhibition, % at 5 µM; 300,000 compounds, 0.81% hits;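 active = inhibition above the mean of all tested compounds plus 3 SD, set per screening campaign, cut at about 24% in these data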;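 note: plate controls were DMSO alone for no effect and ferristatin control at 100 nM for full effect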
HCV core dimer = HCV core protein dimerization inhibition; TR-FRET GST/Flag-core106 dimerization, 1536-well; inhibition, % at 5 µM; 300,000 compounds, 0.33% hits;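 active = inhibition above the mean of all tested compounds plus 3 SD, set per screening campaign, cut at about 45% in these data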
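assay system = GST-tagged and Flag-tagged HCV core protein residues 1-106 | controls = unlabelled core106 and no-GST-core106 wells | incubation = compound-protein-antibody incubation 4 h at 22.5 °C | probe or stimulus = Eu donor and XL665 acceptor anti-tag antibodies | read-out = % inhibition based on acceptor/donor emission ratio | signal = TR-FRET 671 and 617 nm emission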
PP5 primary = inhibitors of human protein phosphatase 5 (PP5) | P53041 | inhibition, % at 6.7 µM | AID 1987 | 320,000 compounds, 0.18% hits | purified PP5c, OMFP substrate fluorescence;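 active = inhibition above the campaign's mean inhibition across all tested compounds plus 3 SD, cut at about 9.5% in these data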;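 note: 0% = DMSO only and 100% = 100 µM cantharidin control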
Fh CTSL1 inh = counter-screen for PFM18AAP inhibitors: inhibitors of F. hepatica cathepsin L1; recombinant F. hepatica cathepsin L1, Z-Leu-Arg-MCA fluorescence; inhibition, % at 5.96 µM; 300,000 compounds, 0.49% hits; AID 1906;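 active = inhibition above the mean of all tested compounds plus 3 SD, set per screening campaign, cut at about 17% in these data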;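 note: 0% = plate median of test compound wells and 100% = 1 µM Z-Phe-Ala-diazomethylketone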
* hit, by the source's call; . = no result given; & = joins results of further samples.

SMILES	PP1 inh	GASC-1 inh	PREPL inh	Efflux pump mplx	LYPLA2 counter	TPT1 inh	HCV core dimer	PP5 primary	Fh CTSL1 inh
O=C(NCc1nc2ccccc2[nH]1)c1ccc(Cl)c(S(=O)(=O)N2CCCC2)c1	-2.2	-37.2&-13.6	-3.1	0.1	-2.4	-4.2	4.5	-0.6	1.0
CC(C)Cc1nc2oc3c(=O)[nH]cnc3c2c2c1CCCC2	2.1	-0.4	3.9	0.1	0.6	-1.0	-2.4	3.3	-2.6
CC(C(=O)NCc1ccc(F)cc1)n1ccc2cc(S(=O)(=O)N3CCCC3)ccc21 (stereo not given)	-1.8	-10.6	-8.0	-0.1	-3.4	-3.6	3.8	2.1	-1.7
O=C(O)c1ccccc1NC(=O)c1cc(-c2ccccc2)nc2ccccc12	8.0	18.5	-4.5	-0.2	-9.5	0.3	16.9	0.7	3.2
Cc1ccc(NC(=O)/C=C\C(=O)NCC(=O)O)cc1	2.1	-4.2	6.8	0.0	5.4	4.6	-3.3	3.6	-1.1
CC(OC(=O)c1ccccc1NCc1ccco1)C(=O)Nc1ncc(Cl)cc1Cl (stereo not given)	3.4	.	5.8	-0.1	-6.3	-2.1	16.4	0.1	3.2
Cc1nc2cc(-c3ccsc3-n3c(C)ccc3C)[nH]n2c(=O)c1Cl	4.1	-10.5	23.8	-0.1	-0.6	8.7	0.0	3.5	0.9
Cn1c(-c2c(N)n(-c3ccccc3)c3nc4ccccc4nc23)nc2ccccc21	6.2	-0.2	9.3	0.2	3.0	40.4*	-0.3	2.5	-4.1
COc1cc(OC)cc(-c2nnc(SCC(=O)N3CCCC3)o2)c1	6.7	5.1	-10.7	0.0	-2.9	-1.0	-0.3	-1.1	2.6
O=C(Nc1nnc(C2=COCCO2)o1)c1cccc(Br)c1	7.4	.	5.7	-0.1	1.2	-2.4	-4.1	1.1	-0.1
Cc1cccnc1NC(=O)CSc1ccc2c(c1)OCCO2	1.1	-1.4	-0.4	-0.1	-0.1	.	.	-1.8	.
NC(=O)[C@@H]1[C@@H]2C(=O)N(c3ccc(F)cc3)C(=O)[C@@H]2[C@H]2C=Cc3ccccc3N21	-3.0	-11.8	17.1	0.1	-10.7	6.8	4.6	1.0	3.9
CCOC(=O)c1ccc(N2C(=O)C(O)=C(C(C)=O)C2c2ccc([N+](=O)[O-])cc2)cc1 (stereo not given)	9.4	0.2	12.7	0.1	-6.1	-1.6	-2.6	4.1	0.4
S=c1[nH]ncc2ccccc12	-1.8	-2.7	3.3	-0.1	6.5	-0.8	1.5	-0.3	5.9
O=S(=O)(CC(CN1CCCC1)N1CCCC1)c1ccc2ccccc2c1 (stereo not given)	-0.4	-18.4	-7.4	0.2	-3.3	7.8	-4.2	1.5	2.1

Brought forward from above: 4 compounds; new compounds follow.
SMILES	PP1 inh	GASC-1 inh	PREPL inh	Efflux pump mplx	LYPLA2 counter	TPT1 inh	HCV core dimer	PP5 primary	Fh CTSL1 inh
NC(=O)[C@@H]1[C@@H]2C(=O)N(c3ccc(F)cc3)C(=O)[C@@H]2[C@H]2C=Cc3ccccc3N21	-3.0	-11.8	17.1	0.1	-10.7	6.8	4.6	1.0	3.9
CCOC(=O)c1ccc(N2C(=O)C(O)=C(C(C)=O)C2c2ccc([N+](=O)[O-])cc2)cc1 (stereo not given)	9.4	0.2	12.7	0.1	-6.1	-1.6	-2.6	4.1	0.4
S=c1[nH]ncc2ccccc12	-1.8	-2.7	3.3	-0.1	6.5	-0.8	1.5	-0.3	5.9
O=S(=O)(CC(CN1CCCC1)N1CCCC1)c1ccc2ccccc2c1 (stereo not given)	-0.4	-18.4	-7.4	0.2	-3.3	7.8	-4.2	1.5	2.1
O=C(CSc1nnc(-c2ccncc2)n1-c1ccccc1)N1CCN(c2ccc(Cl)cc2)CC1	3.3	0.6	-7.0	0.0	2.5	0.4	-5.6	1.2	-4.8
CC(Sc1nnc(-c2ccccc2F)n1C1CC1)C(=O)NCc1ccco1 (stereo not given)	0.9	2.2	-2.2	0.0	4.3	.	.	1.9	.
COc1ccc(CN2CCCC(C(=O)Nc3cccc(-n4cnnn4)c3)C2)c(C)c1C (stereo not given)	1.8	-9.2	-21.4	0.3	-6.0	0.7	-5.8	1.0	3.1
CN(C)S(=O)(=O)c1cccc(NC(=O)COC(=O)CNC(=O)c2ccccc2F)c1	-2.6	-9.8	1.1	-0.1	1.3	-0.6	3.6	-0.5	0.0
O=c1cc(C(F)F)oc2c1ccc1ccccc12	-8.8	-20.4	-6.3	0.0	-6.5	-2.9	-28.1	-0.4	4.4
Cc1ccc(-n2c(-c3ccco3)nc3c(cnn3-c3ccc(C)cc3)c2=O)cc1	-0.5	-0.7	3.6	0.4	2.9	0.0	13.0	0.1	4.8
Fc1ccccc1NC(=S)N1CCC(c2ccccc2)C1 (stereo not given)	0.7	2.9	0.7	-0.2	1.7	-0.5	-0.2	0.7	-3.3
Cc1ccc(CNC(=O)COC(=O)c2c(C)noc2C)cc1	-1.4	-2.0	-2.1	0.0	-3.4	0.3	-1.3	0.4	0.6
Cc1ccc(C(=O)O/N=C(/c2nonc2N)N(C)C)cc1	-2.2	-11.8	-8.0	0.0	6.4	-0.2	-6.2	-0.6	-7.7
O=C1OCC2=C1C(c1ccc(Cl)cc1)CC(=O)N2c1ccc(F)cc1 (stereo not given)	-0.7	-2.3	10.7	0.1	7.0	4.1	2.5	-1.1	-3.0
CCN(CC)S(=O)(=O)c1ccc(C)c(NC(=O)c2cc(C)oc2C)c1	1.7	-20.3	-6.2	0.3	-7.8	0.2	0.9	2.7	-1.2
COc1ccc(OC)c(C2=NS(=O)(=O)N(C)C(C(=O)Nc3ccc(F)cc3F)=C2)c1	1.3	-13.5	12.2	0.3	10.3	-3.5	7.2	1.3	-2.5

Quoted from the listing:
Under LYPLA2 counter, CN(C)S(=O)(=O)c1cccc(NC(=O)COC(=O)CNC(=O)c2ccccc2F)c1 shows 1.3
Under GASC-1 inh, Cc1nc2cc(-c3ccsc3-n3c(C)ccc3C)[nH]n2c(=O)c1Cl shows -10.5
Under GASC-1 inh, O=C(CSc1nnc(-c2ccncc2)n1-c1ccccc1)N1CCN(c2ccc(Cl)cc2)CC1 shows 0.6

Nothing new here: 3 of the compounds above.
SMILES	PP1 inh	GASC-1 inh	PREPL inh	Efflux pump mplx	LYPLA2 counter	TPT1 inh	HCV core dimer	PP5 primary	Fh CTSL1 inh
O=C(CSc1nnc(-c2ccncc2)n1-c1ccccc1)N1CCN(c2ccc(Cl)cc2)CC1	3.3	0.6	-7.0	0.0	2.5	0.4	-5.6	1.2	-4.8
CC(Sc1nnc(-c2ccccc2F)n1C1CC1)C(=O)NCc1ccco1 (stereo not given)	0.9	2.2	-2.2	0.0	4.3	.	.	1.9	.
COc1ccc(CN2CCCC(C(=O)Nc3cccc(-n4cnnn4)c3)C2)c(C)c1C (stereo not given)	1.8	-9.2	-21.4	0.3	-6.0	0.7	-5.8	1.0	3.1

The list is partial; count on the stated rates, not on these rows.
